Screening results as filed in PubChem BioAssay.
GSK3 alpha inh – blocks human GSK-3 alpha kinase. P49840. ADP-Glo luminescence, 60 min. inhibition, % at 10 µM. 320,000 compounds, 0.1% hits. AID 2650;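 in the data active = inhibition above about 50%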;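 also: GST-tagged GSK-3 alpha with peptide substrate and 25 µM ATP; 0% = DMSO neutral wells and 100% = GW8510 positive control wells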
Target sequence (P49840 whole entry, looked up): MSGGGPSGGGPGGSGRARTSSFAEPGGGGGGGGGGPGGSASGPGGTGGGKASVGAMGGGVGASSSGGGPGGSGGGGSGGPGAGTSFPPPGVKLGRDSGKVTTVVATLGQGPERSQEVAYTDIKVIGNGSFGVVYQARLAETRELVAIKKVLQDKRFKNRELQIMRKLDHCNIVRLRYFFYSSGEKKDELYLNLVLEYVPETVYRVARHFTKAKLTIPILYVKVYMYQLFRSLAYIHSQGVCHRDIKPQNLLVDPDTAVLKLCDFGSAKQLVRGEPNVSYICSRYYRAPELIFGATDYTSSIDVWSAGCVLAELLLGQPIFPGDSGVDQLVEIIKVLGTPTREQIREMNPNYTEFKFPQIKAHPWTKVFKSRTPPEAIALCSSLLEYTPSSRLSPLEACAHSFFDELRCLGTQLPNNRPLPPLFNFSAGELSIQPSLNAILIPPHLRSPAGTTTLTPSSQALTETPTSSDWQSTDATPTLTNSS
aSyn UTR inh – 5' untranslated region of α-synuclein, MLPCN primary screen | inhibition, % (tested at 7.5 µM) | 300,000 compounds, 0.82% hits | AID 1813 | alpha-synuclein 5'UTR reporter, inhibitor activity; in the data active = inhibition above about 60%;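 also: H4 neuroglioblastoma cells stably carrying SNCA 5'UTR luciferase fusion; 0% = DMSO wells and 100% = positive control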
HSF1 activator – increases HSF-1 driven luciferase reporter signal; 300,000 compounds, 1.7% hits; activation, % at 9 µM; NIH3T3-HGL HSF-1 luciferase reporter, MG132, 8 h; 100% = twice DMSO control signal;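 active = mean replicate activation of at least 50% with a set share of replicates each reaching 50%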;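 also: 0% = median of the neutral control wells and 100% = twice that signal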
DYRK1A inh – inhibitors of rat Dyrk1A kinase. ADP-Glo luminescence, NFATc1 peptide. 310,000 compounds, 0.43% hits. Q63470. inhibition, % at 12.5 µM; in the data active = inhibition above about 50%;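 also: plate controls were vehicle with enzyme for no effect and no enzyme for full effect; many of its hits are not listed in these tables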
GSK3beta inhib – blocks human GSK3beta kinase activity | GST-GSK3beta kinase, ADP-Glo luminescence, 60 min; stronger effect = lower value | AID 2097 | 300,000 compounds, 0.038% hits | activity score (negative = inhibition), % at 10 µM | P49841;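 active = more than half of replicate wells score below -50%, meaning over 50% inhibition versus plate controls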;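 also: 0% = median DMSO wells and -100% = median GW8510 positive control wells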
Target sequence (P49841 whole entry, looked up): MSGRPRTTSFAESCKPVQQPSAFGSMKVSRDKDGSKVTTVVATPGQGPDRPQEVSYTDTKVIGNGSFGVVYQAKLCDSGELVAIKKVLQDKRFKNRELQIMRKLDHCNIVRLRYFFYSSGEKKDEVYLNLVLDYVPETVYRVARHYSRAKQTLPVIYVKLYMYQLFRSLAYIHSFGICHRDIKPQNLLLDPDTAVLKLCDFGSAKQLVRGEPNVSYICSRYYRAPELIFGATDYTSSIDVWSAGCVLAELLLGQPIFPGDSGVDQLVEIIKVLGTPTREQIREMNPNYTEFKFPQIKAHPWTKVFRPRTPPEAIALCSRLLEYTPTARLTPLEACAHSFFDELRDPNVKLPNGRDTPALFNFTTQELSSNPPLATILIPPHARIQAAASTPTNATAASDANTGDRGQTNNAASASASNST
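Assay system: GST-tagged human GSK3beta kinase, cell-free; Input: 1.6 ng GSK3beta; Medium: Tris/MgCl2 kinase buffer; Timing: 60 min enzyme reaction, room temperature; Signal: ADP-Glo luminescence quantifying ADP generated by kinase; Evaluation: score relative to plate controls; Benchmarks: DMSO neutral wells and GW8510 at 20 µM as positive.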
HSP90 refold inh – HSP90 refolding inhibition in rabbit reticulocyte lysate; luciferase refolding luminescence, 3 h; 290,000 compounds, 0.91% hits; inhibition, % at 5.6 µM;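 active = inhibition above the screen-wide mean plus 3 SD, computed separately per campaign, cut at about 16% in these data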;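 also: 0% = DMSO wells and 100% = 60 µM geldanamycin wells; inhibitors lower the luminescence because luciferase stays unfolded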
HSF1 inh – HSF1 inhibition; NIH3T3-HGL HSE-luciferase, MG132-induced, luminescence 8 h; stronger effect = lower value; activity change, negative = inhibition, % at 7.5 µM (by protocol); 300,000 compounds, 0.77% hits; AID 2098;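 active = more than half of replicate wells show activity change below -50%, luminescence cut by over half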;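 also: luciferase reports HSF-1 transcriptional activity via heat shock element; 0% = median of DMSO wells and -100% = zero luminescence signal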
KLF5 inh – kruppel-like factor 5 inhibition. DLD-1 KLF5 promoter-luciferase reporter, luminescence. inhibition, % at 5 µM. 290,000 compounds, 0.23% hits;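 active = inhibition above a per-plate limit of that plate's mean compound inhibition plus 3 SD, cut at about 60% in these data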;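 also: 0% = DMSO wells and 100% = LY294002 at 200 µM; higher means less KLF5 promoter-driven luciferase light; inactives centre near -14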
IEC-6 tox – counter-screen for KLF5 inhibitors: cytotoxicity in IEC-6 cells; IEC-6 cytotoxicity, luminescence viability; inhibition, % at 5 µM; 290,000 compounds, 0.78% hits; in the data active = inhibition above about 22%;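 also: 0% = plate median of test compound wells and 100% = cytotoxic reference compound wells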
Platelet DG rel – platelet dense granule release activity; human platelet-rich plasma, SFLLRN dense granule ATP release, luminescence; inhibition, %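 (compounds screened at 7.5 µM in platelet-rich plasma)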; 300,000 compounds, 0.22% hits;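 active = mean replicate score, as percent of positive control, at or above 50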
Numbers without * were called inactive; . = not tested or not shown. Some of the compounds tested; rates above refer to the full screens.

Value order: GSK3 alpha inh | aSyn UTR inh | Platelet DG rel | HSF1 inh | GSK3beta inhib | IEC-6 tox | HSF1 activator | HSP90 refold inh | KLF5 inh | DYRK1A inh
O=C(CN(Cc1ccccc1F)C(=O)Cn1nnc(-c2cccs2)n1)NCC1CCCO1 (centres undefined)
    0 | 3 | 8 | 3 | 2 | -7 | 10 | -7 | -5 | .
CCN(CC(=O)Nc1ccccc1C(F)(F)F)C(=O)CN1C(=O)NC2(CCCC2)C1=O
    1 | 13 | -4 | 2 | 0 | . | 9 | . | . | 18
Cc1ccccc1CSc1ncc(C#N)c(N)n1
    1 | -20 | 1 | 5 | -1 | 4 | 6 | 1 | 27 | 4
Cc1cccc(NS(=O)(=O)c2ccc(C(=O)NCC(c3ccco3)N(C)C)cc2)c1C (centres undefined)
    -4 | -20 | -2 | -2 | 5 | 0 | -3 | -7 | -42 | -3
COc1cc2c(cc1OC)C(C)N(C(C)=O)CC2 (centres undefined)
    -1 | 20 | 12 | 2 | 2 | 2 | 9 | 3 | 1 | 2
O=C(Cc1ccc(S(=O)(=O)N2CCOCC2)s1)Nc1ccc2c(c1)CCC2
    -5 | -7 | 0 | -12 | 3 | 4 | -12 | 1 | -15 | 2
CC1CCCCN1CCNC(=O)C1CCCN(c2ncnc3c2nc2n3CCCCC2)C1 (centres undefined)
    1 | -16 | -5 | -3 | 4 | -6 | -5 | -4 | -30 | 4
Cc1c([N+](=O)[O-])c(C(=O)N2CCCC2)nn1C
    4 | 12 | -1 | -7 | 2 | -5 | -20 | -3 | -12 | 7
CN(CC(=O)Nc1c(Cl)cccc1Cl)C(=O)c1cc2ccccc2cc1O
    . | 9 | -4 | 0 | 5 | . | -6 | . | . | 15
Cc1ccc(C)c(CN2CCC(n3nccc3NC(=O)C3CCCC3)CC2)c1
    0 | 4 | 7 | 0 | 4 | -13 | 4 | -4 | -13 | -2
Cc1ccc(NC(=S)N(Cc2ccccc2)C(C)C)cc1
    0 | -30 | 0 | -3 | 3 | 2 | 8 | 2 | -15 | 1
C=CCNC(=S)N1CCN(c2cc3c(cc2F)c(=O)c(C(=O)O)cn3CC)CC1
    -1 | -12 | 0 | -18 | -3 | -2 | -14 | 0 | -27 | 1
CCCCn1c(N)c(N(CCOC)C(=O)CCc2ccc(OC)cc2)c(=O)[nH]c1=O
    1 | -5 | -11 | -3 | -1 | -4 | -8 | 3 | -22 | -1
C=CC[N+](C)(C)CC(=O)OCc1ccccc1
    1 | -4 | 8 | -8 | -2 | -7 | 4 | 1 | -12 | 1
c1ccc2c(c1)ncn2CCC1CCCCC1
    -3 | -39 | 1 | -5 | 1 | -2 | 15 | 0 | -36 | -3

Pulled by compound from the list above:
Value order: GSK3 alpha inh | aSyn UTR inh | Platelet DG rel | HSF1 inh | GSK3beta inhib | IEC-6 tox | HSF1 activator | HSP90 refold inh | KLF5 inh | DYRK1A inh
C=CC[N+](C)(C)CC(=O)OCc1ccccc1
    1 | -4 | 8 | -8 | -2 | -7 | 4 | 1 | -12 | 1
Cc1cccc(NS(=O)(=O)c2ccc(C(=O)NCC(c3ccco3)N(C)C)cc2)c1C (centres undefined)
    -4 | -20 | -2 | -2 | 5 | 0 | -3 | -7 | -42 | -3
CC1CCCCN1CCNC(=O)C1CCCN(c2ncnc3c2nc2n3CCCCC2)C1 (centres undefined)
    1 | -16 | -5 | -3 | 4 | -6 | -5 | -4 | -30 | 4

Later entries:
Value order: GSK3 alpha inh | aSyn UTR inh | Platelet DG rel | HSF1 inh | GSK3beta inhib | IEC-6 tox | HSF1 activator | HSP90 refold inh | KLF5 inh | DYRK1A inh
O=c1[nH][nH]c2nc(C(F)(F)F)cc(C(F)(F)F)c12
    0 | 14 | -12 | 2 | 5 | 7 | 23 | 7 | -32 | 5
Cc1cc(C)c(C)c(S(=O)(=O)NCc2ccncc2)c1C
    -2 | 2 | 6 | -3 | -2 | 4 | -13 | 2 | -14 | 1
O=C(C1CCN(S(=O)(=O)c2cc(Cl)ccc2Cl)CC1)N1CCCC1
    4 | -13 | -2 | 4 | -4 | 7 | 14 | 1 | -2 | -1
CCOCCn1c(CN2CCCCC2)nc2c1c(=O)n(C)c(=O)n2C
    -4 | 16 | 0 | 0 | 2 | 2 | -12 | -2 | -13 | 1
O=C(CCCNS(=O)(=O)c1cccs1)N1CCN(c2cccc(Cl)c2)CC1
    5 | 17 | -14 | 6 | 3 | 1 | 36 | 3 | -9 | 1
CC(=O)Nc1ccc(NC(=O)COc2c(C)cc(Br)cc2C)cc1
    -2 | -4 | 1 | 6 | 0 | -9 | 28 | 3 | -22 | -2
CCCn1nnc(NC(=S)NC(=O)CC)n1
    -2 | -1 | 10 | -6 | 0 | -7 | 2 | -4 | -15 | -1
CCOc1ccc(CC(=O)OCn2nnc3ccccc3c2=O)cc1
    -1 | 4 | 4 | 1 | -5 | -9 | 13 | -3 | -13 | 10
CN(c1ccc(Cl)cc1)S(=O)(=O)c1nnc(NC(=O)c2ccco2)s1
    -7 | -19 | 5 | -2 | 3 | -3 | -6 | -2 | -11 | 3
O=C(NC(=S)Nc1cccc([N+](=O)[O-])c1)C1CCCC1
    0 | -20 | -3 | 11 | -3 | -7 | 30 | 4 | -16 | 7
N#Cc1ccccc1NC(=O)CN1CCOCC1
    -1 | 1 | 21 | 14 | -1 | 3 | 46 | 0 | -19 | -2
COc1cc(C(=O)Nc2ccc(N(C)C)cc2)cc(OC)c1OC
    -1 | -99 | -3 | 21 | 2 | 7 | 29 | -2 | -40 | -18
N#C/C(=C\c1cccs1)C(=O)NCc1cccnc1
    -2 | -14 | -11 | -6 | 1 | 4 | -22 | 5 | -3 | 3
CCOC(=O)C1CCCN(c2ncnc3c2[nH]c2cccc(OC)c23)C1 (centres undefined)
    . | -3 | 1 | 6 | -1 | 4 | -3 | -2 | -6 | .
COc1ccc(-c2cc(C(=O)NCc3cccnc3)no2)cc1OC
    -2 | 11 | 4 | 8 | 1 | 0 | 1 | 2 | -43 | -2
CN(C)S(=O)(=O)c1ccc(-c2csc(N/N=C/c3ccco3)n2)cc1
    0 | -54 | 2 | 9 | -8 | 11 | 8 | 5 | -17 | 3
O=C(NNC(=O)c1cccnc1SCc1cccc([N+](=O)[O-])c1)c1ccc(F)cc1
    0 | -1 | -4 | 0 | -3 | -11 | -1 | 0 | 8 | -5
S=C(NC1CC1)N1CCN(C(=S)NC2CC2)CC1
    -3 | -16 | -3 | -7 | 0 | 0 | -19 | -1 | -15 | -5
CC(Oc1ccc2c(-c3ccccc3)cc(=O)oc2c1)C(=O)O (centres undefined)
    -7 | 20 | 1 | . | 0 | -2 | . | 2 | -14 | -8
CN(C)CCCN(C(=O)CCc1ccccc1)c1nc2ccc(F)cc2s1
    3 | -70 | -15 | -11 | -1 | -2 | 2 | -3 | -14 | 4
Cc1cccc(C)c1OCCCCc1c(C)n[nH]c1C
    -2 | -3 | 7 | -10 | 2 | 3 | -3 | -2 | -24 | -2
Nc1nc(-c2ccco2)nn1C(=O)c1ccc([N+](=O)[O-])cc1
    -2 | 0 | 3 | 2 | 2 | -8 | -1 | 2 | -22 | 2
COc1ccc(N(CC(=O)NCC2CCCO2)C(=O)CCC(=O)Nc2cc(C)on2)cc1OC (centres undefined)
    0 | -2 | 0 | -4 | 2 | -1 | -9 | 0 | 0 | 1
CCCCNC(=O)CS(=O)Cc1nc(-c2cccs2)oc1C (centres undefined)
    0 | 6 | -1 | -2 | -2 | 0 | 22 | 1 | -23 | 2
CCC(=O)c1cn(CC(=O)Nc2cc(C)ccc2C)c2ccccc12
    -1 | 18 | 6 | -1 | -1 | 6 | 6 | 0 | -36 | -1
Cc1ccnc(OC(C(=O)O)C(OCCc2ccccc2)(c2ccccc2)c2ccccc2)n1 (centres undefined)
    -8 | -14 | 1 | -5 | -3 | -3 | 1 | 0 | -12 | 4
CCn1ncc(CN2CCN(Cc3ccc(OC)c(C)c3C)C(CCO)C2)c1C (centres undefined)
    -3 | -5 | 1 | 4 | -6 | -2 | -2 | 0 | -5 | 2
O=C(N1CCN(c2ccccc2F)CC1)C12CC3CC(CC(C3)C1)C2
    -2 | 0 | -4 | -5 | -25 | -4 | -12 | -4 | -8 | -1
Cc1ccc(Nc2nnc(-c3ccncc3)s2)c(Br)c1
    8 | -41 | -13 | 6 | -1 | 6 | -7 | -3 | -44 | -5
CC1CN(Cc2ccccc2)c2nc3c(c(=O)n(CC(N)=O)c(=O)n3C)n2C1 (centres undefined)
    . | -1 | 3 | -5 | -6 | 6 | -6 | 0 | -12 | -1
COc1ccc2oc(=O)c(C(=O)N3c4ccccc4CC3C)cc2c1 (centres undefined)
    1 | 32 | -7 | -8 | 3 | 4 | -14 | 2 | 0 | 0
COc1ccc(S(=O)(=O)N2CCCCC2)cc1NC(=O)Cn1c(=O)cnc2ccccc21
    -1 | 10 | 4 | 3 | 0 | 2 | 7 | -3 | -15 | 3
Cc1cc(NC(=O)CCl)n(-c2nc3ccccc3s2)n1
    7 | -77 | 15 | -2 | 2 | -3 | 7 | -5 | -7 | 1
CC(C(=O)NC1CCCCCC1)n1cc([N+](=O)[O-])cn1 (centres undefined)
    1 | 21 | -1 | 0 | 0 | -2 | 12 | -4 | -9 | -7
CC(NC(=O)CSc1n[nH]c(N)n1)c1ccccc1 (centres undefined)
    0 | -11 | -7 | 0 | 2 | 7 | 3 | 0 | -14 | -4
CCOc1ccc(NC(=O)Cn2ncc3ccccc32)cc1
    1 | -129 | 6 | 8 | 2 | 0 | 14 | 3 | -115 | 7

Shown field by field: 4 of the compounds above
Cc1ccc(C)c(CN2CCC(n3nccc3NC(=O)C3CCCC3)CC2)c1
  GSK3 alpha inh: 0
  aSyn UTR inh: 4
  Platelet DG rel: 7
  HSF1 inh: 0
  GSK3beta inhib: 4
  IEC-6 tox: -13
  HSF1 activator: 4
  HSP90 refold inh: -4
  KLF5 inh: -13
  DYRK1A inh: -2
Cc1ccc(NC(=S)N(Cc2ccccc2)C(C)C)cc1
  GSK3 alpha inh: 0
  aSyn UTR inh: -30
  Platelet DG rel: 0
  HSF1 inh: -3
  GSK3beta inhib: 3
  IEC-6 tox: 2
  HSF1 activator: 8
  HSP90 refold inh: 2
  KLF5 inh: -15
  DYRK1A inh: 1
C=CCNC(=S)N1CCN(c2cc3c(cc2F)c(=O)c(C(=O)O)cn3CC)CC1
  GSK3 alpha inh: -1
  aSyn UTR inh: -12
  Platelet DG rel: 0
  HSF1 inh: -18
  GSK3beta inhib: -3
  IEC-6 tox: -2
  HSF1 activator: -14
  HSP90 refold inh: 0
  KLF5 inh: -27
  DYRK1A inh: 1
CCCCn1c(N)c(N(CCOC)C(=O)CCc2ccc(OC)cc2)c(=O)[nH]c1=O
  GSK3 alpha inh: 1
  aSyn UTR inh: -5
  Platelet DG rel: -11
  HSF1 inh: -3
  GSK3beta inhib: -1
  IEC-6 tox: -4
  HSF1 activator: -8
  HSP90 refold inh: 3
  KLF5 inh: -22
  DYRK1A inh: -1
